# NPY2 pot ag = human NPY-Y2 potentiation or agonism, primary screen | 0.45% of 220,000 active | P49146 | AID 1359 | activation, % at 3.6 µM | cells expressing NPY-Y2, potentiator/agonist read-out; in the data active = activation above about 27%;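 note: cells stimulated with NPY near EC25 plus isoproterenol at EC100; 0% = vehicle plus submaximal agonist and 100% = vehicle plus saturating agonist; some results beyond the cut were filed as inactive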
# CHOP inhibitor = blocks CHOP induction under ER stress; 3.8% of 220,000 active; inhibition, % at 10 µM; CHO-K1 CHOP-promoter luciferase, tunicamycin-induced, 15-18 h; AID 2732;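 active = compounds that reduced the stress-induced luciferase reporter signal by more than about 70% of percent inhibition, limit read from the data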;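 note: 0% = tunicamycin plus vehicle and 100% = wells without tunicamycin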
# Ba/F3 V617F tox = lowers viability of Ba/F3 cells expressing EpoR and JAK2V617F; AID 1446; inhibition, % at 5.6 µM; ATP luminescence; 1.1% of 220,000 active;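 active = inhibition above the campaign mean plus 3 SD over all tested compounds, cut at about 24% in these data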;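 note: cytokine-independent growth of Ba/F3 cells driven by EpoR plus mutant JAK2; 0% = DMSO-treated cells and 100% = JAK inhibitor I control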
# S1P4 ag = agonists of human S1P4 receptor; O95977; S1P4-expressing cell line, agonist reporter assay; activation, % at 4.98 µM; 0.35% of 220,000 active; in the data active = activation above about 11%;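 note: 0% = DMSO vehicle and 100% = reference agonist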
# Target sequence (O95977 whole entry, looked up): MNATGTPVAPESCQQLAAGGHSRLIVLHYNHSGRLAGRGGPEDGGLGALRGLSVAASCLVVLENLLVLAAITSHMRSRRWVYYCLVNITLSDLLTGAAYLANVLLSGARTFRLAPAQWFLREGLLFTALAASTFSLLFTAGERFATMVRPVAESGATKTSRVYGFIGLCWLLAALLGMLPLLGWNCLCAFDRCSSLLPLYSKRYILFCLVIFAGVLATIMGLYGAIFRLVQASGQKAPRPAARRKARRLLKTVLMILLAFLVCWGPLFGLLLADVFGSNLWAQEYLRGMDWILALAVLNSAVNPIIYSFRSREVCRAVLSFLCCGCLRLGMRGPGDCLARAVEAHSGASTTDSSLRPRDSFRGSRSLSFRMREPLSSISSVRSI
# S1P4 antag = blocks the human S1P4 receptor; O95977; S1P4-expressing cells, antagonist mode, reporter read-out; inhibition, % at 4.98 µM; 0.26% of 220,000 active; in the data active = inhibition above about 29%;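 note: 0% = wells stimulated with agonist and 100% = vehicle wells without agonist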
# NPY Y1 blocker = NPY-Y1 (human) receptor antagonism. HEK293-CNG Y1 cells, membrane potential fluorescence; NPY at EC95, then isoproterenol. P25929. AID 1040. inhibition, % at 3.6 µM. 1% of 200,000 active;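 active = inhibition above the campaign mean inhibition of all tested compounds plus 3 SD, cut at about 20% in these data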;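 note: 0% = DMSO wells given NPY plus isoproterenol and 100% = isoproterenol alone without NPY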
#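 Material: Y1- and CNG-channel-expressing HEK293 cells / Probe or stimulus: NPY 25 nM then isoproterenol 1 µM plus Ro 20-1724 25 µM / Doses: 3.6 µM single dose, DMSO 0.4% / Schedule: compound incubation 1 h at room temperature, readout 45 min post-stimulation / Signal: membrane potential fluorescence / Benchmarks: isoproterenol-only wells as full block versus NPY-plus-isoproterenol wells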
# p47phox inh = blocks human p47phox regulatory protein of NADPH oxidases; inhibition, % at 24.7 µM; p47phox/p22phox peptide binding, fluorescence polarization, 2 h; P14598; 0.53% of 220,000 active; AID 1274;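 active = inhibition above about 30%, limit read from the data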;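 note: 0% = p47phox with labelled peptide and 100% = labelled peptide alone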
# Target sequence (P14598 whole entry, looked up): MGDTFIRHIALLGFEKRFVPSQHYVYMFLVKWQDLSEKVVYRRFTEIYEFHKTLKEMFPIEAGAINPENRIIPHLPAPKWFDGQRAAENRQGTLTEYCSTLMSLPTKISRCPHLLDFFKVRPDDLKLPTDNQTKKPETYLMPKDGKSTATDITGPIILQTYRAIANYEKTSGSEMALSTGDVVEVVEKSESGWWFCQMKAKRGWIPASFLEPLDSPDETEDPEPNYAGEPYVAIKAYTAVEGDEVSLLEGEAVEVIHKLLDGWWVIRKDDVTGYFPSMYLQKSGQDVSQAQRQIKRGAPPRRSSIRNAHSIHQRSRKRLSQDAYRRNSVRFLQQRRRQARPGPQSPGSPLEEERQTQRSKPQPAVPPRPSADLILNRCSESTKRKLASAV
# NPY1 pot ag = potentiates or activates human NPY-Y1 receptor; P25929; 0.37% of 220,000 active; activation, % at 3.6 µM; NPY-Y1 expressing cells, potentiator/agonist activation; in the data active = activation above about 33%, passing the limit was not always enough;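 note: cells stimulated with NPY at EC10 then isoproterenol at EC100; 0% = low agonist plus stimulus and 100% = saturating agonist plus stimulus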
# BaF3 parental = parental Ba/F3 viability inhibition as JAK2V617F counter-screen. 1.1% of 220,000 active. CellTiter-Glo ATP luminescence. inhibition, % at 5.6 µM;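 active = inhibition above a per-campaign cutoff, the mean inhibition of all tested compounds plus 3 SD, cut at about 27% in these data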;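 note: 0% = DMSO wells and 100% = JAK Inhibitor I control wells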
# An asterisk follows results filed as active; / = not tested or not shown. Outcome played no part in choosing rows; 7.1% or so of the library scored in one or more.
SMILES	CHOP inhibitor	Ba/F3 V617F tox	S1P4 ag	BaF3 parental	p47phox inh	NPY1 pot ag	NPY2 pot ag	NPY Y1 blocker	S1P4 antag
CC(=O)N1CCc2cc(S(=O)(=O)CCC(=O)NCc3cccs3)ccc21	-12	1	0.7	4	-8	7	0	2	-1
Cc1ccc(S(=O)(=O)N(C)CC(=O)OCC(=O)NC(=O)Nc2ccc3c(c2)OCCO3)cc1	19	-3	2.7	5	-17	-3	3	1	-15
O=C(COc1ccccc1Cl)Nc1cc(Cl)ccc1O	18	-1	-0.8	2	-92	-4	-9	3	-6
Cc1cc(C)c(S(=O)(=O)N2CCOC2CNC(=O)C(=O)NCCc2c[nH]c3ccccc23)c(C)c1 (stereo not given)	55	-4	1.4	5	-28	-8	-7	-4	0
N#CCN1CCC2(O)CCCCC2C1c1ccc2c(c1)OCO2 (stereo not given)	4	-1	1.4	1	1	4	-4	/	-11
CC(C)C(=O)NC(=S)Nc1ccc(S(=O)(=O)N(C)C)cc1	5	2	0.7	7	-2	-2	-4	-1	-4
Cc1ccc(-n2nnc3c(=O)n(Cc4cc(C)ccc4C)cnc32)cc1	57	-4	-1.6	-2	5	-1	3	-1	-2
NC(=O)c1ccc(N=Cc2ccc([N+](=O)[O-])s2)cc1	-24	1	2.2	11	-6	-15	2	0	-9
CC(=O)Nc1ccc2nc(C)n(Cc3ccc(Cl)cc3)c(=O)c2c1	6	1	1.8	4	-24	-12	5	1	-18
CCN(CC)c1ccc2oc(=O)c(C)nc2c1	-51	0	-1.5	6	-56	8	-7	1	12
Cc1cc(NC(=O)COC(=O)c2cccc(S(=O)(=O)N(C)C3CCCCC3)c2)no1	25	1	0.1	-8	0	-6	-23	/	1
O=C(NCCCN1CCOCC1)C(=O)NCc1ccccc1	1	1	-1.9	6	1	-10	-10	0	2
CCOC(=O)Cn1cc(/C=N/N2C(=O)C3C4C=CC(C4)C3C2=O)c2ccccc21 (stereo not given)	2	4	2.1	4	-11	-2	1	5	-35
CCCc1nnc(-c2cc(OC)c(OC)c(OC)c2)o1	29	0	-1.6	9	-14	-9	-6	-7	-18
NN1C(=O)/C(=C\c2ccco2)SC1=S	6	0	0.0	0	-10	-9	-9	/	-5
Cc1c(C(=O)Nc2ccc(-n3cnnn3)cc2)oc2ccccc12	62	2	-0.1	8	-12	-1	-4	10	2
COc1ccc2nc(SCC(=O)Nc3ccccc3C#N)[nH]c2c1	18	-3	-0.6	2	-3	-1	3	-10	-1
O=C(NCCc1ccccc1)C1CCN(C(=O)c2ccc([N+](=O)[O-])cc2)CC1	-5	-1	2.0	3	3	-4	3	2	2
CC(/C=N/NC(=O)c1ccc(CN2c3cccc4cccc(c34)S2(=O)=O)cc1)c1ccccc1 (stereo not given)	27	5	1.1	2	-23	-12	4	3	-1
COC(=O)c1cn(Nc2ncc(C(F)(F)F)cc2Cl)c(=O)c2ccccc12	99*	5	0.7	6	-9	-91	-33	12	38*
Cc1ccc(C2C(C(N)=S)=C(N)OC3=C2C(=O)CC(C)(C)C3)cc1 (stereo not given)	-2	-1	1.1	11	-39	-21	-4	1	-1
CCC1=Nc2ccccc2NC2=C1C(=O)CCC2	12	6	0.6	9	-6	-2	-9	0	-9
CCN(CC)S(=O)(=O)c1cc(NC(=O)COc2ccc(C#N)cc2OC)ccc1C	11	1	-0.5	10	-13	-25	-9	24*	-14
O=C(NCc1ccco1)/C(=C\C=C\c1ccccc1)NC(=O)c1ccco1	1	-1	-0.5	-1	-9	3	-2	/	9
Cc1ccc(S(=O)(=O)N/N=C2/CC(c3ccccc3)Oc3ccccc32)cc1[N+](=O)[O-] (stereo not given)	-15	-2	0.7	1	-46	8	-12	0	7
O=C(N1CCN(c2ccc(F)cc2)CC1)C12CC3CC(CC(C3)C1)C2	48	0	0.4	4	4	11	-17	15	-5
Cc1ccsc1C(=O)N/N=C/c1ccc2c(c1)OCO2	8	3	-1.1	8	-2	4	-5	-1	-8
Cc1ccc(S(=O)(=O)N2CCN(CC(=O)N/N=C\c3ccncc3)CC2)cc1	4	1	2.3	0	-13	7	6	/	-16
CC(=O)NC1C(OCc2ccccc2)OC2COC(C)(C)OC2C1O (stereo not given)	13	-4	-0.8	-1	-5	3	-5	-1	-2
Cc1cc(C)c(S(=O)(=O)c2ccccc2)c(OC(=O)c2c(Cl)cc(Cl)cc2Cl)n1	62	-1	2.0	6	-10	-23	0	4	-8
O=C(CCc1nc2ccccc2c(=O)[nH]1)OCC(=O)N1CCc2ccccc21	8	3	1.3	2	-8	-12	7	1	-6
Cc1ccc(/C=C/C(=O)Nc2ccc(S(N)(=O)=O)cc2)o1	1	-5	-1.2	3	0	6	9	-5	-9
COCCNC(=O)C(=O)c1c(-c2ccccc2)[nH]c2ccccc12	19	-2	-0.3	5	-1	-20	-11	1	-16
O=C(CN1CCOCCOCCN(CC(=O)Nc2ccccc2)CCOCC1)Nc1ccccc1	18	4	1.5	-5	-17	13	13	3	-1
O=C(/C=C/c1ccccc1)Nc1ccc(NC(=O)c2cccs2)cc1	53	0	0.1	-1	-12	8	-24	/	-3
COCC(C)OC(=O)c1c(N)n(-c2ccc(OC)c(OC)c2)c2nc3ccccc3nc12 (stereo not given)	8	2	0.4	1	-10	-7	-4	/	-3
COc1oc(-c2ccccc2)nc1C(F)(F)F	43	1	2.7	6	-4	-11	-16	2	-19
Cc1ccc(NC(=O)CN(C)C(=O)C2COc3ccccc3O2)cc1 (stereo not given)	20	2	-1.9	2	-11	-5	-8	3	23
CSc1nc(Oc2cccc(C(F)(F)F)c2)cc(C(F)(F)F)n1	39	4	-5.8	2	-2	-9	-3	-3	9
CCOC(=O)C(CCC#N)(CCC#N)C(=O)OCC	8	-4	0.1	-4	-8	-1	6	-1	-11
Cc1cc(C)c(Cn2c(=O)n(CCCC(=O)NCc3ccco3)c(=O)c3ccccc32)c(C)c1	/	-5	0.3	3	/	-5	-3	2	4
Clc1ccc(-n2nnnc2SCc2c(-c3ccccc3)nc3sccn23)cc1	26	-2	0.3	5	-23	-34	-22	16	2
COc1ccc(NC(=O)CC(CC(=O)O)c2cc(OC)c(OC)c(OC)c2)cc1 (stereo not given)	20	-5	0.0	1	-5	17	4	/	6
c1cnc2c(C3NCCc4c3[nH]c3ccccc43)cccc2c1 (stereo not given)	3	2	1.5	-3	-5	-14	-28	1	5
CC1(C)C(C=C(Cl)Cl)C1C(=O)N1CCN(Cc2ccccc2)CC1 (stereo not given)	18	2	-0.1	4	-8	5	4	-1	-2

# Reformatted field by field: part of the list above
Cc1ccc(/C=C/C(=O)Nc2ccc(S(N)(=O)=O)cc2)o1
  CHOP inhibitor = 1
  Ba/F3 V617F tox = -5
  S1P4 ag = -1.2
  BaF3 parental = 3
  p47phox inh = 0
  NPY1 pot ag = 6
  NPY2 pot ag = 9
  NPY Y1 blocker = -5
  S1P4 antag = -9

COCCNC(=O)C(=O)c1c(-c2ccccc2)[nH]c2ccccc12
  CHOP inhibitor = 19
  Ba/F3 V617F tox = -2
  S1P4 ag = -0.3
  BaF3 parental = 5
  p47phox inh = -1
  NPY1 pot ag = -20
  NPY2 pot ag = -11
  NPY Y1 blocker = 1
  S1P4 antag = -16

# (further entries)
SMILES	CHOP inhibitor	Ba/F3 V617F tox	S1P4 ag	BaF3 parental	p47phox inh	NPY1 pot ag	NPY2 pot ag	NPY Y1 blocker	S1P4 antag
O=C(NCCOCc1ccccc1)C(c1ccccc1)c1ccccc1	10	2	-0.7	2	-6	-10	-6	15	4
Cc1ccc(OCCCC(=O)NC(C)c2ccccc2)cc1 (stereo not given)	27	5	-1.7	10	-10	-9	-10	-2	-2
O=C1c2ccccc2C(=O)N1CC1c2ccccc2CCN1C(=O)CN1CCOCC1 (stereo not given)	-12	1	0.5	2	7	2	-3	3	-2
O=C(CNc1ccccc1Cl)N/N=C1\CCCc2ccccc21	3	3	4.1	7	-4	-9	-2	5	0
Cc1cccc2sc(NNC(=O)c3ccc(S(=O)(=O)N4CCCC(C)C4)cc3)nc12 (stereo not given)	17	-2	-0.6	8	2	13	4	-5	10
CCOc1ccc(N(CC(=O)NCc2ccccc2)S(C)(=O)=O)cc1	-22	-1	-0.3	4	4	-11	4	-2	-17
CC(=O)Oc1c(C)cc(O)c2ccccc12	8	-2	-2.7	3	-1	8	-4	-5	-15
O=C(CN1CCN(c2ccc(F)cc2)CC1)NCC1CCCO1 (stereo not given)	-5	4	1.1	7	-6	4	13	3	0
COc1ccc(Cn2cccc(NC(=O)Nc3ccc(F)cc3)c2=O)cc1	22	-3	2.1	3	-9	-4	-5	2	-4
O=C1CN=C(Nc2cccc(C(F)(F)F)c2)N1C1CCCC1	36	-1	1.1	2	10	-9	-20	0	-10
CCC(=O)N/C(N)=N/c1nc(C)c2cc(OC)ccc2n1	-26	23	-2.2	27*	-2	-2	-12	4	-21
Cc1ccc(/C(N)=N/OC(=O)CSc2ccccc2)cc1	-19	-3	-0.3	1	-4	-11	-2	10	-8
Cc1ccc(S(=O)(=O)n2nc(C)c(Br)c2C)c(C)c1C	89*	5	0.4	2	-13	-5	-10	1	23
CN1CCC(N(C)C(=O)CCc2nc3ccccc3n2-c2ccccc2)CC1	6	2	2.8	5	-12	-1	0	4	-6
CNC(=S)N1CCN(c2ccc(Cl)c(Cl)c2)CC1	23	6	-0.5	12	-13	-3	7	-3	-1
CC(=O)Nc1ccc(C(=O)CSc2nnc(C)o2)cc1	48	-2	-1.6	3	-12	8	11	-2	-2
O=C(CN(Cc1ccco1)C(=O)c1cc(=O)[nH]c2ccccc12)Nc1ccccc1Br	1	-4	0.0	-2	5	3	3	13	-9
COC(=O)C1CCCN1S(=O)(=O)c1ccc2ccccc2c1 (stereo not given)	16	-4	-2.2	-2	11	7	3	41*	-19
COC(=O)c1cc(NC(=O)c2ccc(Cn3cc(Cl)cn3)o2)cc(C(=O)OC)c1	-20	1	-0.3	3	0	19	-10	-2	1
CCOC(=O)C1=C(C)N(c2ccc(OC)cc2)C(=O)/C1=C\c1ccc(O)c(OCC)c1	-26	1	-0.8	-2	-11	1	-5	/	15
Cc1occc1C(=O)n1nnc2ccccc21	-27	0	-2.8	2	1	-26	2	-3	-2
Cc1cc(NC(=O)CSc2nc3c(cc2C#N)CCCCC3)no1	-14	2	-1.2	6	4	13	-5	3	2
COCCCNC(=O)C(=O)C1C(=O)Nc2ccccc21 (stereo not given)	9	1	0.3	4	1	-8	7	-1	-16
CN(C)c1ccc(/C=C/c2cccc[n+]2[O-])cc1	-6	-3	-2.2	-6	-20	-4	9	/	21
COCc1cc(Sc2cccc(Cl)c2Cl)nc(-c2ccccc2)n1	37	-1	-1.2	3	-2	-34	-4	7	12
O=C(c1nc2n(n1)C(c1ccc(Cl)cc1)C=C(c1ccccc1)N2)N1CCOCC1 (stereo not given)	-34	4	0.7	3	-11	-1	-10	1	9
O=C(c1ccc(NC(=O)C2(c3ccccc3)CCOCC2)cc1)N1CCOCC1	17	0	-2.6	4	-1	-2	-24	3	-19
CC(C)CNC(=O)C1CCN(Cc2ccc(OCc3ccccc3)cc2)CC1	-7	3	-1.8	10	0	-11	-7	7	-5
O=C(NCc1ccc(-c2csnn2)cc1)c1cc(Cl)cc(Cl)c1	15	-2	-0.2	-2	-12	4	-13	/	0
CN(C)C(=O)c1ccc(Cl)cc1[N+](=O)[O-]	7	3	-0.2	9	0	-10	-5	6	-6
